Screens deposited in PubChem BioAssay by several laboratories.
HIF activator: HIF pathway transcriptional activators, primary screen, cell-based, U2OS HRE-luciferase, luminescence; actives 0.32% (n = 300,000); U2OS HRE-luciferase reporter; normalized: DMSO 0%, desferrioxamine 100%; activation, % at 7.5 µM (by protocol); AID 1910, 2009;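 active means mean activation of at least 10% of the iron chelator positive control signal, with at least half of replicates also reaching 10%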
TRPC4 agonist: activators of mouse TRPC4 channel, primary screen, Fluo4 calcium, HEK293 TRPC4beta/mu-opioid cells; Short transient receptor potential channel 4 (Mus musculus), Q9QUQ5; Fluo4 calcium fluorescence; stronger effect = higher value; B-score at 10 µM; actives 0.49% (n = 310,000); AID 2237, 2010;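 active means B-score above 5 SD of library B-scores, and initial fluorescence ratio not above library mean plus 5 SD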;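 further: positive B-score marks a calcium rise read as TRPC4 activation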
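Assay system – TRPC4beta and mu-opioid receptor HEK293 stable cells · Measured by – Fluo4 fluorescence, kinetic · Schedule – dye loading 45 min room temperature, 110 s kinetic read · Read-out – B-scored integrated calcium fluorescence ratio · Controls – buffer and maximal DAMGO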
aSyn UTR inh: MLPCN primary screen, SNCA 5' untranslated region; alpha-synuclein 5'UTR reporter, inhibitor activity; inhibition, % (tested at 7.5 µM); actives 0.82% (n = 300,000); AID 1813, 2009; in the data active means inhibition above about 60%;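 further: H4 neuroglioblastoma cells stably carrying SNCA 5'UTR luciferase fusion; 0% = DMSO wells and 100% = positive control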
TRPC4 inh: inhibitors of mouse TRPC4 channel, primary screen, Fluo4 calcium, HEK293 TRPC4beta/mu-opioid cells | Short transient receptor potential channel 4 (Mus musculus), Q9QUQ5 | actives 0.39% (n = 300,000) | DAMGO-evoked Fluo4 calcium flux; stronger effect = lower value | B-score at 10 µM;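 active means B-score over 3 SD under the library average, no early fluorescence shift, positive overall ratio signal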
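Assay system: TRPC4beta/mu-opioid receptor HEK293 cell line; compound dosing: single concentration per test compound; detection: Fluo4 Ca2+ flux fluorescence; evaluation: per-well B score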
SKKanGAS inh: S. pyogenes SKKanGAS growth inhibitors in kanamycin, primary screen, streptokinase expression inhibitor project, SKKanGAS strain, BacTiter-Glo luminescence; 6 h; inhibition, % at 7.5 µM; actives 1.3% (n = 300,000); AID 1662, 2009;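 active means mean replicate score, as percent of positive control median, at least 50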;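 further: strain carries kanamycin resistance gene driven by streptokinase promoter and grows in 40 µg/ml kanamycin; loss of luminescence reflects streptokinase promoter inhibition or plain growth inhibition; 0% = median of DMSO wells and 100% = positive control at its reference dose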
IEC-6 cytotox: cytotoxicity in IEC-6 intestinal epithelial cells, primary screen, cytotoxicity control for KLF5 inhibitor project, cell-based, luminescence | inhibition, % at 5 µM | AID 1825, 2009 | actives 0.78% (n = 290,000) | IEC-6 cytotoxicity, luminescence viability; in the data active means inhibition above about 22%;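 further: 0% = plate median of test compound wells and 100% = cytotoxic reference compound wells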
TRPC4 potent: positive allosteric modulators of TRPC4, primary screen, cell-based, mouse TRPC4beta, HEK293 mu-opioid, Fluo-4 calcium | Short transient receptor potential channel 4 (Mus musculus), Q9QUQ5 | DAMGO EC20, Fluo-4 Ca2+ flux; stronger effect = higher value | B-score at 10 µM | actives 0.42% (n = 310,000);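 active means B-score of calcium response area above 5 SD of library B-scores, with initial fluorescence ratio within 5 SD of library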;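 further: B-score of integrated fluorescence ratio over time as area under calcium response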
KLF5 inhibitor: KLF5 expression inhibitors, primary screen, DLD-1 cells, luminescence. inhibition, % at 5 µM. AID 1700, 2009. actives 0.23% (n = 290,000). DLD-1 KLF5 promoter-luciferase reporter;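 active means inhibition above a per-plate limit of that plate's mean compound inhibition plus 3 SD, cut at about 60% in these data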;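 further: 0% = DMSO wells and 100% = LY294002 at 200 µM; higher means less KLF5 promoter-driven luciferase light; inactives centre near -14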
MrgX1 antagonist: antagonists of human MrgX1 receptor, primary screen, HEK293 cells, Fluo-4 calcium flux. Mas-related G-protein coupled receptor member X1 (Homo sapiens), Q96LB2. BAM8-22 antagonism; stronger effect = lower value. B-score at 10 µM. actives 1.3% (n = 310,000). AID 588676, 2011;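 active means calcium-response B-score plate-corrected more than 3 library SD below zero, starting fluorescence within 5 deviations, no agonist response on first addition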;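 further: peak minus trough fluorescence over baseline after final BAM8-22 challenge near maximal dose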
Target sequence (Q96LB2 whole entry, looked up): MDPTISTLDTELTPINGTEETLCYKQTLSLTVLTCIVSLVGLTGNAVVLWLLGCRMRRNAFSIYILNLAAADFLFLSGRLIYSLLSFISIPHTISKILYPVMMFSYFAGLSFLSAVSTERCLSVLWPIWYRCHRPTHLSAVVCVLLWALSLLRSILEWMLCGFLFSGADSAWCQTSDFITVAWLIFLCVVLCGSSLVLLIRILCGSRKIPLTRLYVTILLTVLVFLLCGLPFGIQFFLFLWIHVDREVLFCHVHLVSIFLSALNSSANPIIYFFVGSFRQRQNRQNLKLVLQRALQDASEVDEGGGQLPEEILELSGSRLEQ
TRPC6 inh: mouse TRPC6 channel inhibitors, primary screen, cell-based, HEK293, membrane potential dye; Short transient receptor potential channel 6 (Mus musculus), Q61143; ACh-evoked depolarization; stronger effect = lower value; B-score at 10 µM; actives 1.1% (n = 310,000);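 active means B-score under library mean minus 3 SD, initial fluorescence not abnormally high, positive integrated signal ratio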;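 further: B-score derived from integrated fluorescence ratio over the kinetic read; more negative B-score means stronger inhibition of depolarization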
TRPC6 act: mouse TRPC6 channel activators, primary screen, cell-based, HEK293, membrane potential dye; Short transient receptor potential channel 6 (Mus musculus), Q61143; HEK293-TRPC6 membrane potential dye fluorescence; stronger effect = higher value; B-score at 10 µM; actives 0.13% (n = 310,000); AID 2550, 2010;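 active means B-score of the integrated fluorescence ratio above library mean plus 3 SD, and starting fluorescence ratio within library mean plus 5 SD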;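 further: higher score means more depolarization so channel activation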
Numbers without * were called inactive; i = inactive; x = not tested or not shown; & = joins results of further samples.

Below each compound: HIF activator, TRPC4 agonist, aSyn UTR inh, TRPC4 inh, SKKanGAS inh, IEC-6 cytotox, TRPC4 potent, KLF5 inhibitor, MrgX1 antagonist, TRPC6 inh, TRPC6 act
(1) Cc1cc(NC(=O)CSc2nnc(-c3ccc(S(=O)(=O)N4CCCC4)cc3)n2C)no1
  -0.1, i, 2, i, -3, 0, i, -7, i, i, i
(2) COC(=O)c1ccccc1NC(=O)CSc1nnnn1-c1ccc(C)cc1C
  -1.5, i, 12, i, 5, 0, i, -41, i, i, i
(3) Nc1ccc2nc(CCCO)[nH]c2c1
  -0.8, i, -9, i, -2, -5, i, -21, i, i, i
(4) COC(=O)Cc1c(O)ccn(Cc2ccc(OC)c(OC)c2)c1=O
  -1.9, i, 8, i, -13, -10, i, -20, i, i, i
(5) COCC(C)n1c(C)cc(C(=O)CSc2nnnn2-c2ccc(O)cc2)c1C (stereo unspecified)
  0.7, i, -82, i, -11, 4, i, -16, i, i, i
(6) C=CCn1c(-c2cccc(OC)c2)n[nH]c1=S
  0.2, i, 9, i, -3, -2, i, -18, i, i, i
(7) Cc1ccc(NC(=O)N2CCN(c3ncccc3C(F)(F)F)CC2)cc1
  0.8, i, -16, i, -1, 2, i, -15, i, i, i
(8) Cc1[nH]c2ccccc2c1N=Nc1ccc(F)cc1
  2.2, i, -61, i, -2, 5, i, 1, i, i, i
(9) CC(CCc1ccccc1)NC(=O)/C=C/c1ccccc1 (stereo unspecified)
  0.9, i, -6, i, -10, 3, i, 10, i, i, i
(10) O=C(Nc1nccs1)c1ccc(Cl)c(S(=O)(=O)N2CCCCC2)c1
  0.4, i, -46, i, 2, -3, i, -63, i, i, i
(11) O=C(O)COCC(=O)NC1CCN(Cc2ccccc2)CC1
  0.2, i, -1, i, 2, 4, i, 5, i, i, i
(12) NCCN1CCN(CC(=O)N2c3ccccc3C(=O)Nc3cccnc32)CC1
  -0.1, i, -1, i, 3, x, i, x, i, i, i
(13) COc1ccc(NC2CCCN(C(=O)CN3C(=O)c4ccccc4C3=O)C2)cc1OC (stereo unspecified)
  -0.6, i, 5, i, -1, -4, i, -25, i, i, i
(14) O=S(=O)(c1ccc(F)cc1)N1CCC2(CC1)OCCO2
  -0.1, i, -5, i, 3, -5, i, -23, i, i, i
(15) CC(=O)CCc1ccc(OCCCCn2cncn2)cc1
  0.0, i, -18, i, -2, -1, i, -30, i, i, i
(16) CC(C)(C)n1nnnc1CN(Cc1cccnc1)Cc1ccccc1Cl
  0.2, i, -3, i, 0, -1, i, 5, i, i, i
(17) CCOc1ccc(OCC)c(NC(=O)CN2CCN(CC(=O)NC(C)C)CC2)c1
  -4.6, i, 14, i, 2, 0, i, -1, i, i, i
(18) N#Cc1c(-c2ccccc2Cl)cc(-c2ccccc2)nc1Br
  0.0, i, 0, i, 7, -3, i, -7, i, i, i
(19) Cc1cc(C)cc(OCC(=O)OCC(=O)Nc2c(C)n(C)n(-c3ccccc3)c2=O)c1
  -0.5, i, 9, i, -4, -7, i, 11, i, i, i
(20) CCOc1ccc(NC(=O)NC(=O)N(C)S(=O)(=O)c2ccc(C)cc2)cc1
  0.5, i, -82, i, 1, -4, i, -25, i, i, i

Record cards (already shown). Order of screens: HIF activator	TRPC4 agonist	aSyn UTR inh	TRPC4 inh	SKKanGAS inh	IEC-6 cytotox	TRPC4 potent	KLF5 inhibitor	MrgX1 antagonist	TRPC6 inh	TRPC6 act
`CCOc1ccc(NC(=O)NC(=O)N(C)S(=O)(=O)c2ccc(C)cc2)cc1` across the screens: 0.5	i	-82	i	1	-4	i	-25	i	i	i
`COC(=O)c1ccccc1NC(=O)CSc1nnnn1-c1ccc(C)cc1C` across the screens: -1.5	i	12	i	5	0	i	-41	i	i	i
`O=C(Nc1nccs1)c1ccc(Cl)c(S(=O)(=O)N2CCCCC2)c1` across the screens: 0.4	i	-46	i	2	-3	i	-63	i	i	i

Other compounds:
Below each compound: HIF activator, TRPC4 agonist, aSyn UTR inh, TRPC4 inh, SKKanGAS inh, IEC-6 cytotox, TRPC4 potent, KLF5 inhibitor, MrgX1 antagonist, TRPC6 inh, TRPC6 act
(21) CC1(C)CC(=O)C=C(NCc2cccs2)C1
  -0.6, i, -3, i, 11, 2, i, -71, i, i, i
(22) CCOc1ccc(N2C(N)=NC(N)=NC2(C)C)cc1
  -0.2, i, 66*, i, 95*, -4, i, -42, i, i, i
(23) N#Cc1cc(C(=O)c2cc(Br)ccc2O)cn(C2CCCCC2)c1=O
  -0.3, i, 26, i, 9, -2, i, -5, i, i, i
(24) O=S(=O)(c1ccc(Br)cc1)N1CCN=C1SCc1cccnc1
  -0.4, i, 18, i, -4, 0, i, -17, i, i, i
(25) CCOC(=O)c1ccc2c(c1)nc(SCC(=O)c1cc3ccccc3o1)n2CC
  2.6, i, -47, i, 2, 9, i, 5, i, i, i
(26) CN(C)c1ccc(Nc2nc(-c3cccnc3)cs2)cc1
  1.2, i, 23, i, 1, 5, i, -195, i, i, i
(27) Cc1ccc(NC(=O)Nc2ccccc2CC[N+](=O)[O-])cc1
  1.8, i, -79, i, -3, 4, i, -19, i, i, i
(28) CCC(C)(C)NC(=O)C1CCCN(S(=O)(=O)c2ccc3c(c2)CC(C)N3C(=O)C2CC2)C1 (stereo unspecified)
  0.6, i, 18, i, -7, -10, i, -12, i, i, i
(29) CCCCC(CC)C(=O)Nc1ncc([N+](=O)[O-])s1 (stereo unspecified)
  0.1, i, -5, i, -8, -3, i, -13, i, i, i
(30) O=C(O)CC(=O)NC12CC3CC(CC(C3)C1)C2
  -0.1&0.1, i, -2&10, i, 1&0, 6&-1, i, -8&-10, i, i, i
(31) CC(C)c1ccc(N(C(=O)c2ccco2)C(C(=O)NC2CCCC2)c2ccncc2)cc1 (stereo unspecified)
  0.1, i, -150, i, 1, 0, i, -74, i, i, i
(32) O=C(CN1CCCCC1)Nc1ccc(S(=O)(=O)NC2CCCCC2)cc1
  -0.5, i, 23, i, 0, 10, i, 2, i, i, i
(33) C#CCOCCOCCOCCNc1nc(OC)nc(N2CCN(C(=O)[C@H](CCCCN)n3cc(C(N)CO)nn3)CC2)n1 (stereo partly specified)
  -1.8, i, 1, i, 1, x, i, x, x, i, i
(34) O=C(CNC1CCCC1)Nc1ccc(S(=O)(=O)N2CCCCC2)cc1
  -0.2, i, -1, i, -2, -2, i, 7, i, i, i
(35) Cc1ccc(S(=O)(=O)N(C)C)cc1NC(=O)COc1ccccc1C(=O)Nc1ccccc1
  0.3, i, 11, i, 10, x, i, x, i, i, i
(36) COCCCNC(=S)N1CCN(S(C)(=O)=O)CC1
  0.7, i, -13, i, 1, 5, i, -39, i, i, i
(37) O=C(CCc1ccc(Oc2cc([N+](=O)[O-])cc([N+](=O)[O-])c2)cc1)NC1CCCC1
  0.0, i, -10, i, 15, 2, i, 6, i, i, i
(38) Oc1[nH]c(=S)sc1/C=C1\C(c2ccccc2)=Nc2ccccc21
  0.6, i, -35, i, 76*, 0, i, 8, i, i, i
(39) O=C(CN(c1ccc2c(c1)OCCO2)S(=O)(=O)c1ccccc1)NCc1ccc(Cl)cc1
  -0.4, i, 8, i, 3, 2, i, 17, i, i, i
(40) Clc1ccc(CO/N=C2\CCCc3nonc32)cc1
  1.4, i, -70, i, 0, 1, i, -10, i, i, i
(41) Cc1ccc(S(=O)(=O)N2CCCOC2CNC(=O)C(=O)NCCN2CCOCC2)cc1 (stereo unspecified)
  0.0, i, -10, i, -5, 0, i, -14, i, i, i
(42) Nc1nc(N)c2sc3nc4c(cc3c2n1)CCC4
  2.2, i, -107, i, 4, -2, i, -31, i, i, i
(43) CC(C)(C)C(=O)OCC1OC(n2cnc(C(N)=O)n2)C(O)C1O (stereo unspecified)
  x, i, 20, i, -5, -7, i, 11, i, i, i
(44) CN1CCN(C(=O)NCC23CC4CC(CC(C4)C2)C3)CC1
  -0.5, i, 33, i, 11, 3, i, -6, i, i, i
(45) Cc1ccc(S(=O)(=O)N(C)C)cc1NC(=O)CN1CCCC1
  1.0, i, 9, i, -3, 7, i, -18, i, i, i
(46) CC(C)N(C(=O)NC(=O)Nc1ccccn1)S(C)(=O)=O
  -0.3, i, -20, i, 0, 0, i, -6, i, i, i
(47) CCOC(=O)c1ccc(N=Nc2c(C)c(C#N)c(O)[nH]c2=O)cc1
  -0.2, i, -74, i, 4, 0, i, 2, i, i, i
(48) O=C(c1cccc(N2C(=O)C3C4C=CC(C4)C3C2=O)c1)N1CCN(c2ccccc2Cl)CC1 (stereo unspecified)
  0.3, i, 6, i, 19, 0, i, 0, i, i, i
(49) Cc1ccc(C2(CCNCc3ccc(N(C)C)cc3)CCOC(C(C)C)C2)cc1 (stereo unspecified)
  -0.1, 111*, -3, i, -3, 5, i, -11, i, i, i
(50) COc1cc(Cl)c(S(=O)(=O)NCc2ccccn2)cc1Cl
  x, i, 27, i, -1, -5, i, -4, i, i, i
(51) COC(=O)C1=C(C)Nc2ncnn2C1c1ccco1 (stereo unspecified)
  0.2, i, 11, i, -2, -2, i, -46, i, i, i
(52) C[C@@H](NC(=O)C1(c2ccccc2)CCN(C(=O)OC(C)(C)C)CC1)C(=O)N[C@@H](C(=O)O)c1ccccc1
  0.5, i, 17, i, 4, -3, i, -6, i, i, i
(53) CC1Cc2ccccc2N1C1=NS(=O)(=O)c2ccccc21 (stereo unspecified)
  0.8, i, -43, i, 5, 4, i, -17, i, i, i
